rCAG binder = molecules binding r(CAG) RNA repeats; r(CAG) RNA repeat, TO-PRO-1 dye displacement fluorescence; actives 1.3% (n = 370,000); inhibition, % at 3 µM;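 active means inhibition above the plate cutoff, the mean of all test compounds on that plate plus 3 SD, cut at about 35% in these data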;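 further: 0% = DMSO alone and 100% = 100 µM mitoxantrone as full dye displacement; higher means more dye released from RNA so lower well fluorescence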
LEDGF integ inh = blocks HIV-1 LEDGF/p75-dependent DNA integration | TR-FRET IN-LEDGF/p75 DNA integration, Eu/Cy5 | inhibition, % at 3.7 µM | actives 0.64% (n = 370,000) | AID 743269;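 active means inhibition above the screen-wide mean plus 3 SD, cut at about 13% in these data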;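 further: signal is the Cy5 over europium emission ratio at 671 and 618 nm; 0% = plate median of compound wells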
MBD2 DNA inh = blocks human MBD2 binding to methylated DNA; Q9UBB5; TR-FRET, MBD2 binding to methylated oligonucleotide; AID 686964; inhibition, % at 4.4 µM; actives 0.31% (n = 370,000); in the data active means inhibition above about 13%
TCR CD3 inh = inhibitors of human TCR-CD3 interaction | actives 0.37% (n = 360,000) | inhibition, % at 9.4 µM | TAMRA-labeled TCR probe fluorescence, biochemical; in the data active means inhibition above about 19%;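 further: recombinant mutant TCR 2C K166C tagged with TAMRA read by polarization; 0% = receptor in buffer alone and 100% = receptor with positive control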
PG9 binder = PG9 antibody binding by small molecule. TR-FRET gp120-PG9 antibody binding. inhibition, % at 6.7 µM. actives 0.43% (n = 360,000). AID 624416; in the data active means inhibition above about 8.5%
mABHD4 FP = ABHD4 (mouse) inhibition, primary FP screen. inhibition, % at 8.92 µM. Q8VD66. AID 720543. actives 0.54% (n = 370,000). purified mABHD4, FP-Rh probe fluorescence polarization;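 active means inhibition exceeding the mean over every tested compound plus 3 SD, cut at about 30% in these data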;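 further: 0% = plate median of compound wells and 100% = S159A mutant with DMSO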
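Material: mouse ABHD4 enzyme, wild type; Benchmarks: S159A mutant high control, sample median low control; Buffer or medium: HEPES pH 7.0, NaCl, Pluronic buffer; Signal: fluorescence polarization; Read-out: percent inhibition of probe binding, normalized to plate controls; Timing: pre-incubation 45 min, probe exposure 60 min, at 25 °C; Dosing: 8.92 µM, single dose.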
UHRF1 MBD2 ctr = UHRF1 methyl-DNA binding inhibition. Q96T88. UHRF1 binding to methylated oligo, TR-FRET. inhibition, % at 4.4 µM. actives 0.75% (n = 370,000); in the data active means inhibition above about 21%;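 further: UHRF1 SRA domain binding a hemimethylated CpG hairpin DNA probe; 0% = median of test compound wells and 100% = reference inhibitor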
Rev-erbA mod = modulators of human Rev-erb alpha DNA binding | actives 0.79% (n = 370,000) | Rev-erbα–FITC-DNA binding, fluorescence polarization, 90 min | activity, % at 10 µM | AID 1259318 | P20393;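 active means activity above about 14%, limit read from the data; passing the limit was not always enough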;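 further: 0% = DMSO wells with 35 nM protein and 100% = DMSO wells with 750 nM protein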
Target sequence (P20393 whole entry, looked up): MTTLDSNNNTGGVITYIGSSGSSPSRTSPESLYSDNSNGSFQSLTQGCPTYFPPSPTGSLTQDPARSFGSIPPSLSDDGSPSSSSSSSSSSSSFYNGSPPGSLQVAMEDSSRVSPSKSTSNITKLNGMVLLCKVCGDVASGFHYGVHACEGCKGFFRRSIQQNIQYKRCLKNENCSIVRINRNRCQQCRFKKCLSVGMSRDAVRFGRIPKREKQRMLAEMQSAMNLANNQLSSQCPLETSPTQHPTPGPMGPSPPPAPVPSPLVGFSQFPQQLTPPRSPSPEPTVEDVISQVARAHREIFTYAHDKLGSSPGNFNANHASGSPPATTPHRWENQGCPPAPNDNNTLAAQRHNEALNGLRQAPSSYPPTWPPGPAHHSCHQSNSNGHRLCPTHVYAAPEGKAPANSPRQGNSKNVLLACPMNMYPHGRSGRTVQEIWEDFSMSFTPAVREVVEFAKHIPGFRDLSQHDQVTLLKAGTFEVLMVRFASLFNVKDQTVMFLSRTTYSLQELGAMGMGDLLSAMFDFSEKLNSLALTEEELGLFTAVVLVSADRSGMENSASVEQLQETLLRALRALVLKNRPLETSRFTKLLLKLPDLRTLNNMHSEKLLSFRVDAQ
HTRA1 inh = blocks human HTRA1 serine peptidase; AID 504803; recombinant HTRA1, FP-rhodamine activity-based probe, fluorescence polarization; Q92743; inhibition, % at 5.96 µM; actives 0.5% (n = 340,000); in the data active means inhibition above about 36%;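 further: 0% = enzyme with DMSO and 100% = wells lacking enzyme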
PRMT1 FP inh = inhibitors of human PRMT1; Q99873; recombinant PRMT1, activity-based probe fluorescence polarization; inhibition, % at 2.79 µM; actives 1.3% (n = 370,000);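 active means inhibition above about 21% made by adding two undisclosed values, limit read from the data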
Target sequence (Q99873 whole entry, looked up): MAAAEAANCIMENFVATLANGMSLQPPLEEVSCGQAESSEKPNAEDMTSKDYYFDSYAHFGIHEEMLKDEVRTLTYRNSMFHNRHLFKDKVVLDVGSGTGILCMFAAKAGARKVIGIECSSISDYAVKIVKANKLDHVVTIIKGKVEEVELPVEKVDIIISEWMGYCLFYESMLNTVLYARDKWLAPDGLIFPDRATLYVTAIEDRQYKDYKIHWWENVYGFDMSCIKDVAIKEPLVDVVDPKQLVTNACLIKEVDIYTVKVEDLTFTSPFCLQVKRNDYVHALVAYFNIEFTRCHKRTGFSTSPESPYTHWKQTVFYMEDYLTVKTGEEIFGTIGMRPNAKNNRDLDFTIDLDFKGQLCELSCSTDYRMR
Active calls of the source: *; · = not tested or not shown. Some of the compounds tested. The share of hits here may be higher or lower than overall.

Molecule	rCAG binder	LEDGF integ inh	MBD2 DNA inh	TCR CD3 inh	PG9 binder	mABHD4 FP	UHRF1 MBD2 ctr	Rev-erbA mod	HTRA1 inh	PRMT1 FP inh
CC(CC(=O)O)CC(=O)Nc1ccc(S(N)(=O)=O)cc1 (stereo unspecified)	2	-1	2	-1	0.1	0	0	5	-2	0
COc1ccccc1NC(=S)N(Cc1ccc(C)cc1)Cc1cccnc1	1	2	1	3	1.3	2	0	-2	0	0
Cc1cccc(NS(=O)(=O)c2ccc(-c3ccc(=O)[nH]n3)o2)c1	4	0	0	2	-2.2	19	-1	4	-1	1
O=C(c1cc(Cl)ccc1[N+](=O)[O-])N1CCc2ccccc2C1	-1	2	-4	2	-2.3	1	2	2	0	0
CC(O)c1c(OCc2ccccc2)ncnc1OCc1ccccc1 (stereo unspecified)	-6	3	2	-1	-0.8	-4	-2	-7	-7	1
CSc1nnc(Cc2cc(=O)[nH]c(=O)[nH]2)n1-c1cccc(C)c1	0	0	0	-5	-1.3	-4	-2	-2	2	1
CCOC(=O)[C@]12CCC=C1N(Cc1ccc3c(c1)OCO3)C(=O)[C@H](CC(=O)N1CCOCC1)C2	3	-1	-8	0	1.1	2	-2	0	·	-2
Cc1ccc2nsnc2c1S(=O)(=O)N(CCO)Cc1cc2cc3c(cc2[nH]c1=O)OCCO3	5	0	-6	-6	-3.2	5	-6	-3	3	17
Cc1cc(C(=O)OCC(=O)N2CCN(C(=O)c3ccco3)CC2)c(C)n1-c1ccc(F)cc1	-7	2	0	0	-1.0	-2	0	0	-4	-2
O=C(NCc1n[nH]c(=S)n1-c1ccc(Br)cc1)c1ccc(S(=O)(=O)N2CCOCC2)cc1	6	-3	1	3	-0.2	-1	5	2	0	0
COc1ccc(C)cc1N(CC(=O)N1CCCCCC1)S(C)(=O)=O	-3	1	-3	4	-0.1	-1	-1	-2	0	-2
O=C1NN(c2ccccc2)C(=O)/C1=C/c1ccc(-c2ccc(Cl)c(C(=O)O)c2)o1	11	5	0	6	-6.9	15	23*	-11	7	6
C/C=C/c1ccc2c(c1)O[C@@H](CN(C)C(=O)c1ccc(F)cc1)[C@@H](C)CN([C@H](C)CO)S2(=O)=O	1	7	0	7	-2.4	-3	-2	2	-12	0
O=C(NCCCC(=O)N1CCOCC1)c1cccnc1	3	-1	-10	6	1.9	-1	0	-3	9	-2
CC(C)CNC(=O)C1(C)CCCN1C(=O)c1ccc2ccccc2n1 (stereo unspecified)	3	0	3	-3	-0.7	-2	-1	-1	·	3
CC1CC1C(=O)Nc1cc(C(F)(F)F)ccc1N1CCOCC1 (stereo unspecified)	-5	3	4	12	-0.6	-2	0	-5	2	0
C=CCNCC(=O)N1N=C(c2ccc3ccccc3c2)CC1c1ccc(OC)cc1 (stereo unspecified)	-5	4	0	4	-0.9	12	-2	1	-43	-10
O=S(=O)(Nc1ccc2ccccc2c1)N1CCCCC1	4	-3	3	-2	0.1	2	-1	5	-15	4
CCCCN(C(=O)c1cccc(S(=O)(=O)N(C)c2ccc(C)cc2)c1)c1c(N)n(CCCC)c(=O)[nH]c1=O	0	3	5	2	-1.5	-4	1	-5	0	-6
COC(=O)c1ccc(C(=O)NC(=S)Nc2ccc3nc(SC)sc3c2)cc1	0	1	-1	7	-0.9	-4	-2	-27	1	0
CCN(CC)c1ccc2c(c1)C(=O)N(C)C2=O	1	0	-7	1	0.9	6	-10	7	-1	2
Cc1ccc(N2C(=O)c3ccc(C(=O)NCCN4CCOCC4)cc3C2=O)cc1	-6	-2	1	6	-0.3	6	-1	0	-1	1
CC(C)Nc1nnc(SCC(=O)/C=C2\N(C)c3ccccc3C2(C)C)s1	-3	-1	-4	-1	0.6	0	-4	-8	-3	3
COc1ccc(CC(=O)OCC(=O)NCc2ccco2)cc1OC	2	0	3	-3	-0.1	4	0	-1	-6	1
COc1ccccc1CNC(=O)[C@H](C)NC(=O)[C@@H]1Cc2ccccc2CN1	1	5	0	0	-1.3	-4	-3	-4	-4	-6

Two of the compounds above, with values under each structure.
Order of values: rCAG binder	LEDGF integ inh	MBD2 DNA inh	TCR CD3 inh	PG9 binder	mABHD4 FP	UHRF1 MBD2 ctr	Rev-erbA mod	HTRA1 inh	PRMT1 FP inh
CC(C)Nc1nnc(SCC(=O)/C=C2\N(C)c3ccccc3C2(C)C)s1
 : -3	-1	-4	-1	0.6	0	-4	-8	-3	3
COc1ccc(CC(=O)OCC(=O)NCc2ccco2)cc1OC
 : 2	0	3	-3	-0.1	4	0	-1	-6	1

Next records
Molecule	rCAG binder	LEDGF integ inh	MBD2 DNA inh	TCR CD3 inh	PG9 binder	mABHD4 FP	UHRF1 MBD2 ctr	Rev-erbA mod	HTRA1 inh	PRMT1 FP inh
CCOC(=O)C1=C(c2ccccc2)NC(=O)NC1c1ccsc1 (stereo unspecified)	-4	4	-3	1	-2.5	-4	0	9	4	-4
COCc1ccc(CN2CCc3c([nH]c4ccccc34)C2C(C)(C)C)o1 (stereo unspecified)	-7	0	1	6	-3.4	-9	4	2	-27	0
O=C1NC(=O)N(C2CCCCC2)CC1Br (stereo unspecified)	0	0	4	-7	-2.9	3	3	-1	2	2
Cc1cc(N2C(=O)C3C4CC(c5ccccc5)C(C4)C3C2=O)no1 (stereo unspecified)	1	-3	4	-7	-2.0	6	0	5	3	1
CSc1ccc(N/N=C(/C#N)S(=O)(=O)C(C)(C)C)cc1	30	-5	-1	5	-2.0	1	-1	-2	·	-1
CCOC(=O)C1CCN(S(=O)(=O)c2c(C)n(C)c(=O)n(C)c2=O)CC1	0	-2	2	0	1.1	1	-1	4	4	2
Nc1ccc(-n2nncc2-c2ccc(Cl)cc2)cc1	6	2	-3	-2	-0.1	-5	1	-6	4	1
COc1ccc(C(NC(=O)/C=C/c2ccco2)c2ccc(OC)c(OC)c2)cc1 (stereo unspecified)	12	1	0	-10	-1.2	-6	5	-5	-12	25*
O=C(CN(C(=O)Cn1nnc(-c2ccccc2F)n1)c1cccc2c1CCCC2)NCc1ccccc1	1	2	-7	7	1.4	-2	-2	-1	-22	-5
COc1ccc(S(=O)(=O)NCc2ccc3c(c2)OCO3)cc1OC	1	-2	-4	3	0.2	0	-4	-2	5	1
Cc1c(C(=O)NCCCn2ccnc2)oc2ccccc12	-2	-2	1	0	1.5	1	-2	-1	10	3
COc1cc(C(=O)NC2CCCc3ccccc32)cc(OC)c1C (stereo unspecified)	-2	-5	4	-4	2.3	4	10	5	-5	6
COc1ccc(CCNS(=O)(=O)c2cc3c(cc2C)NC(=O)CO3)cc1OC	2	0	-2	11	1.0	6	-1	-6	-4	-4
COCCCN1C(=O)C(CC(=O)NCc2cccc3ccccc23)CC(C(=O)N(C)C)=C1C (stereo unspecified)	1	1	-4	6	0.0	-2	-2	-3	-3	-4
COc1ccccc1CN1CC(C(=O)NCCN2CCNC2=O)CCC1=O (stereo unspecified)	-1	6	-2	3	0.3	-7	1	4	-2	-1
CCc1cccc(C)c1NC(=S)N(CCN(C)C)C(C)c1cccnc1 (stereo unspecified)	-4	-1	0	-1	0.7	0	-1	-6	-2	0
COC(=O)[C@]12C[C@H](CC(=O)NCCc3ccccc3OC)C(=O)N(CCc3ccc(OC)c(OC)c3)C1=C[C@H](C1CCCC1)O[C@@H]2C	5	-3	-6	·	·	-12	-3	8	·	0
OCC[C@H]1C[C@@H](O)[C@H](O)[C@]2(CCc3ccccc3O2)O1	1	-1	-6	-4	0.6	-2	-1	5	-4	-3
CCOC(=O)N1CCN(c2cc(=O)n(-c3ccccc3C)c(=O)[nH]2)CC1	-3	0	1	8	-2.4	4	-1	-4	-4	0
NC(Cc1ccc(F)cc1)c1csc(Nc2ccc(S(N)(=O)=O)cc2)n1 (stereo unspecified)	9	2	3	-5	-0.6	9	-1	-4	·	1
CCCN1C=CC(=C2C(=O)c3ccccc3C2=O)C=C1	-2	-5	-11	-4	-2.0	6	-5	2	-9	-2
C=CCNC(=O)NC(=O)COC(=O)CCCSc1nc2ccccc2[nH]1	-2	6	-1	-5	-0.1	6	2	0	0	2
Cc1ccc(/C=C2\CCn3c2nc2cc(C(=O)O)ccc2c3=O)c(C)c1	24	2	0	0	-0.5	-8	4	-6	1	8
CSc1ccc(COC(=O)c2cc([N+](=O)[O-])ccc2N2CCOCC2)cc1	1	-1	-2	2	-1.4	-12	-2	0	-14	0
CCCc1nc2ccc(C(=O)OC)cn2c1Cc1ccccc1	6	-4	11	-2	-0.3	1	25*	-8	·	3
CCC1Cc2[nH]c(=S)[nH]c(=O)c2C(c2ccc(Cl)cc2)O1 (stereo unspecified)	5	-6	10	-1	-0.1	-11	-1	-1	·	5
CCCn1c(SCC(=O)Nc2ccc(C(=O)Nc3ccccc3OC)cc2)n[nH]c1=O	-1	3	-2	0	1.4	-7	1	-6	-4	-2
Cc1ccc(C(=O)NC(=C(Cl)Cl)S(=O)(=O)c2ccc(Cl)cc2)cc1	-2	5	0	-5	1.9	-2	3	-1	-19	-1
O=C(CN(C(=O)c1nsc(Cl)c1Cl)c1ccc(F)cc1)NC1CCCC1	1	2	2	-4	0.9	3	2	3	0	-2
COc1cc(C(=O)Nc2nnc(C(C)(C)C)s2)c([N+](=O)[O-])cc1OC	2	1	-7	-3	-0.3	2	-1	-4	5	-1
Nc1ccc(NC(=O)NC2CCCCC2)cc1	6	-3	3	-6	-0.5	4	-1	4	15	-3
COc1ccc(-c2nnc(SCC(=O)Nc3cc(C)on3)o2)cc1	-2	-4	-1	5	0.6	2	1	0	4	0
Cc1ccc(/C=C/c2ccc3cccc(O)c3n2)s1	10	1	-3	-4	0.4	2	-3	2	32	2
CCCn1c(=O)c(C(=O)NCc2ccco2)c(O)c2ccccc21	0	0	2	4	0.6	-2	-2	11	1	-1
COc1ccc(N2CCN(C(=O)CCN3C(=S)NC(C)(C)CC3C)CC2)cc1 (stereo unspecified)	-8	-3	1	-6	0.5	2	0	-4	-1	2
CC(C)C(NC(=O)c1ccc(F)cc1)C(=O)Nc1cccnc1 (stereo unspecified)	-4	-1	1	0	-0.5	6	1	-1	2	-2
CCCCNc1c(C(=O)OCC)c(=O)[nH]c2ccccc12	0	-1	-1	0	-1.8	3	-4	-1	1	-5
CCOc1cc(CNCCO)cc(Br)c1OCc1ccccc1	3	-2	0	9	0.0	3	-1	-6	4	-1
CCCn1nc(C(=O)NNC(=O)C2CSC3(C)CCC(=O)N23)c2ccccc2c1=O (stereo unspecified)	0	-10	2	-12	0.2	1	3	10	8	0
Cc1cccc(CSc2nnc(-c3ccco3)n2C)c1	-2	0	-2	-1	1.3	-3	4	-2	3	2
Cn1ccnc1COc1ccc(C=O)cc1	2	3	1	-5	-3.0	-3	-3	2	2	0
O=C(O)CSc1nc2sc3c(c2c(=O)n1Cc1ccccc1)CCCCC3	53*	2	2	-2	-0.5	-14	1	-6	-35	3
CCc1ccc(Nc2n[n+](-c3ccccc3)c(-c3cccc(Cl)c3Cl)s2)cc1	8	4	-8	1	-1.8	-42	-5	3	-60	1
O=C(NC1CC[C@@]23CCCN2C(=O)CCC[C@H]3C1)c1ccccc1 (stereo partly specified)	·	0	-3	·	·	-4	0	-8	·	-3
